Screening results as filed in PubChem.
PI5P4Ka inh – blocks human PI5P4K alpha kinase activity; hit rate 1.2% among 330,000; AID 652105; P48426; max response, %; PI5P4Kalpha enzyme, ADP-Glo luminescence, 60 min; active compounds read low; active = max response of -50% or lower; inconclusive = between -30% and -50%; inactive = -30% or higher; also: value at the top dose of about 77 µM; % is scaled to controls: 0 for no effect and ±100 for the full control effect
Target sequence (P48426 whole entry, looked up): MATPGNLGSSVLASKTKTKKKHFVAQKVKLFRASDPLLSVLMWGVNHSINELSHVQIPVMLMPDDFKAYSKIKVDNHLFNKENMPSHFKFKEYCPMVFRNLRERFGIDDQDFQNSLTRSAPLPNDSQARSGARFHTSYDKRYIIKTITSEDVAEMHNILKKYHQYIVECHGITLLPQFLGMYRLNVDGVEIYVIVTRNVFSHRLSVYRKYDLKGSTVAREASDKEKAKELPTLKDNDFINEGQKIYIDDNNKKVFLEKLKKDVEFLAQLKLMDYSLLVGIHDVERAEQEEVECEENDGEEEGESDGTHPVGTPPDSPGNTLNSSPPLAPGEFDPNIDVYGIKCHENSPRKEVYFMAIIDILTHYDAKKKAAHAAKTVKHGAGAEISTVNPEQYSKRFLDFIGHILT
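Human PI5P4Kalpha with substrate in 0.038 M HEPES pH 7.4, 0.28 mM EGTA, 0.1% CHAPS, 5% DMSO; reaction started with 5 microM ATP (final), 60 min at room temperature. ADP formed read by ADP-Glo luminescence.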
PLK1 PBD block – PLK1 (human) polo-box domain binding inhibition; P53350; Plk1 PBD binding of FITC phosphopeptide, fluorescence polarization; Potency, µM, without a hit: max response, negative = inhibition, usual class: inhibitors; hit rate 2.8% among 360,000; also: potency is read from the fitted curve at half-maximal effect; series mostly up to about 57 µM; % is scaled to controls: 0 for no effect and ±100 for the full control effect; nearly all actives have a fitted effect of over 65% in size
Target sequence (P53350 whole entry, looked up, the tested form may be a part): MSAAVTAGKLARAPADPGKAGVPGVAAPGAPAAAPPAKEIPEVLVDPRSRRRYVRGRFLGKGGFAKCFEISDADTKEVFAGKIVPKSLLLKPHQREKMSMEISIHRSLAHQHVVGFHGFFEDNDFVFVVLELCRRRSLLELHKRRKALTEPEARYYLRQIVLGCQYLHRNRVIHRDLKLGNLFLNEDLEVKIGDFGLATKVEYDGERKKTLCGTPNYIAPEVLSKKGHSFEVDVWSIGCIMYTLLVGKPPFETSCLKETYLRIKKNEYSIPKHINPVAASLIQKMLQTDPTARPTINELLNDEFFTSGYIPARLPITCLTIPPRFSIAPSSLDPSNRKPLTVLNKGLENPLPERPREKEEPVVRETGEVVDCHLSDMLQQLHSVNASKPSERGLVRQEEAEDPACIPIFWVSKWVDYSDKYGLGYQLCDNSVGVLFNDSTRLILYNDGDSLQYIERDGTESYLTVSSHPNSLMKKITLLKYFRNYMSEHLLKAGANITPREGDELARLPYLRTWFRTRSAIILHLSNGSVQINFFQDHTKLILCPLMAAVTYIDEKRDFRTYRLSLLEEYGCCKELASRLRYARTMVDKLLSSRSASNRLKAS
EPAC1 antag – blocks human EPAC1 exchange factor; O95398; EPAC1 GEF assay, Rap1b-BODIPY-GDP exchange fluorescence; Potency, µM (highest dose often 115 µM), without a hit: at the top dose activity change, negative = inhibition, actives largely listed as inhibitors; hit rate 0.14% among 360,000;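 also: potency is read from the fitted curve at half-maximal effect; plate controls were vehicle for no effect and positive control for full effect; nearly all actives have a fitted effect of over 50% in size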
IL-2 act – activates IL-2 in a cell-based reporter assay; IL-2 activation reporter assay, cell-based qHTS; stimulated with anti-CD3/CD4/CD28 beads; in transgenic mouse T cells; activation, % (series mostly up to about 46 µM); hit rate 0.065% among 360,000; in the data active = activation above about 50%; inconclusive = mostly about 30% to 49%; also: 0% is about no effect
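Readout: EGFP and DsRed signals by fluorescent plate cytometry. Unstimulated transgenic mouse T cells received compound 60 min before antibody-bead stimulation, then incubated 18 h at 37 degrees C.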
WRN inhibitor – inhibitors of human WRN helicase | Potency, µM (top dose mostly 114 µM), for the others: top-dose activity change, negative = inhibition, actives largely listed as inhibitors | Q14191 | hit rate 0.46% among 360,000 | WRN helicase unwinding, fluorescent forked duplex, kinetic; also: potency is read from the fitted curve at half-maximal effect; % is scaled to controls: 0 for no effect and ±100 for the full control effect; nearly all actives have a fitted effect of over 55% in size
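Enzyme (20 nM final) and test compound sit together 15 min at room temperature before substrate addition. Substrate is a single-forked duplex oligonucleotide (100 nM) labelled with fluorophore and quencher, with 2 mM ATP; helicase unwinding raises red fluorescence, read kinetically.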
FUS yeast rescue – suppressors of FUS proteinopathy in yeast | Potency, µM (series often up to 76.6 µM), without a hit: at the top dose growth rescue (activation), actives largely listed as activators | hit rate 0.24% among 390,000 | S. cerevisiae FUS-expressing, growth rescue, OD600, 24 h;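 also: potency is read from the fitted curve at half-maximal effect; plate controls were DMSO vehicle for no effect and reference control for full effect; nearly all actives have a fitted effect of over 55% in size; some results filed as inactive show a strong effect at the top dose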
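Quantitative HTS measuring growth restoration of FUS-toxic yeast. Galactose-induced cells (OD 0.005) were exposed 24hr at 30C to compounds at several concentrations, then absorbance at 600 nm was recorded.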
aSyn yeast inh – inhibitors of alpha-synuclein toxicity in yeast | hit rate 0.14% among 370,000 | Potency, µM (top dose mostly 46.1 µM), for inactives: top-dose growth rescue (activation), actives largely listed as activators | Yeast expressing alpha-synuclein, growth rescue, BacTiter-Glo, 24 h; also: potency is read from the fitted curve at half-maximal effect; % of control where 0% means no effect; nearly all actives have a fitted effect of over 65% in size
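Galactose-induced alpha-syn yeast (OD600=0.02, raffinose-pregrown) + pinned cpd, 24 hr, 30 deg C; growth by BacTiter-Glo luminescence. Growth restoration scores as activation.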
EPAC1 agonist – activates human EPAC1 exchange factor. EPAC1 agonist qHTS, biochemical assay; response scale: 100% = response to 6.5 mM cAMP. O95398. Potency, µM (highest dose often 154 µM), inactives show at the top dose activation, actives largely listed as activators. hit rate 0.073% among 360,000; also: potency is read from the fitted curve at half-maximal effect; nearly all actives have a fitted effect of over 60% in size
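Nucleotide exchange by EPAC1 (100 nM) on Rap1B–BODIPY-GDP (250 nM) in the presence of 50 uM GDP is tracked fluorescently at 480/540 nm over 30 min. Signals are normalized to a 6.5 mM cAMP control.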
Abeta rescue – restores growth of yeast expressing A-beta42 peptide. hit rate 0.063% among 410,000. Potency, µM (top dose mostly 46.1 µM), for inactives: at the highest dose growth rescue, actives largely listed as activators. yeast expressing A-beta42, growth rescue, OD600, 48 h; response scale: 0% DMSO, 100% iron-clioquinol control; also: potency is read from the fitted curve at half-maximal effect; nearly all actives have a fitted effect of over 55% in size
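Yeast A-beta toxicity model in growth medium with pinned compounds, 48 h at 30 C; growth read as absorbance at 600 nm. Normalized to FeCl3/clioquinol equimolar mix (positive) and DMSO (negative).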
Active calls of the source: *; ? = inconclusive; nt = not tested or not shown; & = joins results of further samples; [ ] = dose if it differs, or a comment. Unless noted, calls follow the shape of the dose curve; as a rule, active = well fitted curve in the direction sought with a large enough effect; inconclusive = small, poorly fitted or top-dose-only effect, or another doubt; inactive = no such curve, though single readings can be large; an effect the other way counts as inactive or inconclusive.

SMILES	PI5P4Ka inh	PLK1 PBD block	EPAC1 antag	IL-2 act	WRN inhibitor	FUS yeast rescue	aSyn yeast inh	EPAC1 agonist	Abeta rescue
COc1ccc2[nH]c3c(=O)n(CCCCC(=O)N4CCCC4)c(=S)[nH]c3c2c1	nt	-10%	-6%	-2.5	-32%	40µM*	0%	3%	2%
O=C(NCc1ccccc1)c1cccc2c(-c3ccc(F)c(F)c3)coc12	5	-4%	-22%	-0.2	-9%	23%	5%	2%	1%
COc1ccc(S(=O)(=O)NC(C)C)cc1-n1cnnn1	-1	-2%	-1%	-0.4	-29%	-11%&25%	1%	8%	-6%&-11%
CCCCN1CC(N2CCN(C)CC2)CS1(=O)=O (stereo not given)	4	-1%	-16%	-0.9	-6%	-1%	-7%	-15%	-13%
C/C=C/C(=O)OCC(=O)Nc1nc2ccc(C)cc2s1	0	3%	-23%	0.5	-3%	13%	3%	-4%	18%
CCOC(=O)CN1CC23C=CC(O2)C(C(=O)Nc2ccc(OC)cc2OC)C3C1=O (stereo not given)	9	2%	-6%	-2.0	-4%	-8%	-2%	3%	1%
O=C(COC(=O)CNS(=O)(=O)c1ccccc1)Nc1ncc(Cl)cc1Cl	-4	-16%	-3%	0.3	0%	11%	-18%	-2%	-24%
Cc1ccc(Cn2nnc3c(=O)[nH]c(C4CCN(C(=O)c5cccs5)CC4)nc32)cc1	nt	-6%	-5%	-1.2	-3%	19%	-3%	6%	-13%
CN1OC2C(=O)N(c3ccccc3)C(=O)C2C1c1ccc(F)cc1 (stereo not given)	nt	-6%	4%	-3.0	0%	47%	-3%	6%	-7%
Cc1ccc(N2C(=O)c3ccccc3NC2(C(=O)O)c2ccccc2)cc1Cl (stereo not given)	7	2%	7%	-3.8	1%	-18%	-11%	11%	-6%
NC(=O)CC[C@H](NC(=O)OCc1ccccc1)C(=O)OCc1ccc(Cl)cc1	2	-3%	12%	-0.2	-17%	nt	7%	-1%	20%
Cc1cccc(NC(=O)c2cc(N3C(=O)CCC3=O)ccc2Cl)n1	nt	-6%	5%	-3.2	6%	13%	?	-4%	6%
NCCOc1ccccc1OCCN	2	-5%	-15%	-0.5	-17%	-5%	2%	7%	12%
COc1cccc(N2C(=O)N(c3ccccc3)C3CS(=O)(=O)CC32)c1 (stereo not given)	nt	-1%	10%	-2.3	-1%	15%	-12%	1%	13%
CCc1ccc(NC(=O)c2cc(C)nn2-c2ccccc2)cc1	15	8%	-5%	-3.9	6%	7%&27%	-1%	-6%	8%&16%
O=C(COC(=O)c1cccc(C(F)(F)F)c1)NCc1ccc(Cl)cc1	4	-3%	-3%	-5.1	-8%	nt	-1%	11%	7%
CC(C)(C)NC(=O)CSc1nc(O)cc(=O)n1-c1ccccc1	nt	6%	?	-1.4	-11%	-12%	-3%	5%	-10%
O=C(Nc1cc(S(=O)(=O)N2CCOCC2)ccc1Cl)c1ccc(=O)[nH]c1	-3	-5%	5%	4.7	-4%	11%	1%	6%	3%
Cc1ccc(OCCOC(=O)C2CCN(S(=O)(=O)c3ccc(C)c(C)c3)CC2)cc1	13	1%	14%	-6.3	4%	32%	-4%	6%	-14%
N#CC(=C1C=CC(=NO)C(Cl)=C1)c1ccccc1	-2	?	-10%	-1.0	3%[57.1 µM]	-5%	-10%	-17%	18%
Cc1ccc(-n2c(=O)c3c(c4cc(C)ccc4n3C)n(CC(=O)NCC3CCCO3)c2=O)cc1 (stereo not given)	1	6%	-14%	-0.6	1%	20%&1%	0%	9%	5%&-16%
O=C(NCc1ccccc1)c1ccc(Cl)c(NC2=NC3CS(=O)(=O)CC3S2)c1 (stereo not given)	5	-14%	-7%	3.0	-6%	-3%	0%	2%	-3%
OC(c1ccccc1)c1nc(/C=C/c2ccc(C(F)(F)F)cc2)cs1 (stereo not given)	12	-1%	-17%	0.1	-10%	-13%	-10%	-8%	11%
Cc1ccc(S(=O)(=O)NC2=NCN(C)CN2)cc1[N+](=O)[O-]	-5	-3%	-3%	0.5	5%	-4%	13%	9%	8%
CN(CCOc1ccccc1)C(=O)c1ccc(Cl)c(S(=O)(=O)N2CCCCC2)c1	6	-11%	-16%	-0.5	-1%	30%	-6%	3%	-33%[inhibitor]
Cc1cccc2sc(N(CCN(C)C)C(=O)c3cc(Cl)sc3Cl)nc12	11	0%	6%	-0.8	-2%	14%	9%	-6%	4%
O=C(Nc1cccc2[nH]c([C@H]3C[C@H](O)[C@@H](CO)O3)nc12)NC(c1ccccc1)c1ccccc1	-2	-1%	-11%	-0.2	3%[57.1 µM]	18%	4%	-1%	-6%
COc1cccc(-n2cnnn2)c1	0	-6%	15%	-2.2	3%	-13%	0%	0%	8%
COC(=O)CCCC(=O)Nc1ccc(Cl)c(Cl)c1	1	-1%	6%	-2.4	-7%	8%	-4%	-6%	6%
CSc1ccccc1OCc1cc(C(=O)N(C)C2CCCc3ccccc32)no1 (stereo not given)	3	4%	-20%	-0.3	-3%	?	11%	0%	nt
Cc1cc(C(=O)N(C)C)sc1-c1ccccc1	-5	-11%	3%	-2.5	4%	2%	-30%	-4%	-74%[inhibitor]
CC(C)Cn1c(CCNC(=O)c2ccco2)nc2ccccc21	-2	1%	11%	-2.4	-2%[57.1 µM]	-6%	1%	-7%	5%
CSc1ncnc2c1ncn2CCCNCc1ccccn1	0	-3%	-12%	1.1	-1%	-33%	1%	7%	-3%
O=C(O)[C@H]1CC=C[C@H]2CCN(Cc3ccc(Cl)c(Cl)c3)C(=O)[C@@H]12	-2	-7%	7%	-0.4	-11%	5%	12%	-5%	9%
COc1ccc(S(=O)(=O)c2cnc3ccccc3n2)cc1	-3	-7%	-12%	-2.3	1%	-6%	12%	-4%	-38%[inhibitor]
COc1ccc(-c2noc(C3CCCN(C(=O)c4ccc(F)cc4)C3)n2)cc1 (stereo not given)	-5	-18%	-21%	-2.2	12%	23%	2%	7%	2%
Cc1cc(C)c2[nH]c(=O)c(C(c3nnnn3Cc3ccc4c(c3)OCO4)N3CCC(C)CC3)cc2c1 (stereo not given)	5	1%	-4%	-1.4	-11%	-8%	0%	-7%	19%
N#CCCOC1(C#CCN2CCCC2)CCCCC1	-5	-10%	?	-2.8	-1%	-51%	-7%	-18%	-7%
Cc1ccc2nc(SCC(=O)NCc3ccc(S(N)(=O)=O)cc3)[nH]c2c1	4	-11%	-4%	0.5	3%	-14%	-10%	12%	-12%
CCCNC(=O)CC(NS(=O)(=O)c1ccc(Cl)cc1)c1ccco1 (stereo not given)	-2	-4%	0%	0.5	-4%	-5%	7%	5%	21%
Cc1c(Br)c([N+](=O)[O-])nn1C(C)C(=O)NCc1ccco1 (stereo not given)	-3	1%	-8%	1.6	9%	-10%	0%	-4%	-3%
CC(=O)N1N=C(c2ccc(C)o2)CC1c1cccc(F)c1 (stereo not given)	0	-19%	-1%	0.5	-4%	8%	13%	12%	12%
CCNS(=O)(=O)c1ccc(CCC(=O)O)cc1	0	-6%	44%[activator]	-0.3	3%	12%	-1%	12%	1%
Nc1[nH]c(N=NC(=O)c2ccc(Cl)cc2)c2ccccc12	-1	-9%	1%	-1.8	-31%[57.1 µM]	3%	-14%	6%	1%
O=C(CSc1c2c(nc3ccccc13)CCCC2)NCc1ccco1	2	-3%	5%	-0.2	1%	11%	-2%	4%	9%

Reformatted with two lines to a compound: part of the list above
The line under a structure holds: PI5P4Ka inh | PLK1 PBD block | EPAC1 antag | IL-2 act | WRN inhibitor | FUS yeast rescue | aSyn yeast inh | EPAC1 agonist | Abeta rescue
Cc1cc(C(=O)N(C)C)sc1-c1ccccc1
 : -5 | -11% | 3% | -2.5 | 4% | 2% | -30% | -4% | -74%[inhibitor]
CC(C)Cn1c(CCNC(=O)c2ccco2)nc2ccccc21
 : -2 | 1% | 11% | -2.4 | -2%[57.1 µM] | -6% | 1% | -7% | 5%
CSc1ncnc2c1ncn2CCCNCc1ccccn1
 : 0 | -3% | -12% | 1.1 | -1% | -33% | 1% | 7% | -3%
O=C(O)[C@H]1CC=C[C@H]2CCN(Cc3ccc(Cl)c(Cl)c3)C(=O)[C@@H]12
 : -2 | -7% | 7% | -0.4 | -11% | 5% | 12% | -5% | 9%
COc1ccc(S(=O)(=O)c2cnc3ccccc3n2)cc1
 : -3 | -7% | -12% | -2.3 | 1% | -6% | 12% | -4% | -38%[inhibitor]
COc1ccc(-c2noc(C3CCCN(C(=O)c4ccc(F)cc4)C3)n2)cc1 (stereo not given)
 : -5 | -18% | -21% | -2.2 | 12% | 23% | 2% | 7% | 2%
Cc1cc(C)c2[nH]c(=O)c(C(c3nnnn3Cc3ccc4c(c3)OCO4)N3CCC(C)CC3)cc2c1 (stereo not given)
 : 5 | 1% | -4% | -1.4 | -11% | -8% | 0% | -7% | 19%
N#CCCOC1(C#CCN2CCCC2)CCCCC1
 : -5 | -10% | ? | -2.8 | -1% | -51% | -7% | -18% | -7%
Cc1ccc2nc(SCC(=O)NCc3ccc(S(N)(=O)=O)cc3)[nH]c2c1
 : 4 | -11% | -4% | 0.5 | 3% | -14% | -10% | 12% | -12%
CCCNC(=O)CC(NS(=O)(=O)c1ccc(Cl)cc1)c1ccco1 (stereo not given)
 : -2 | -4% | 0% | 0.5 | -4% | -5% | 7% | 5% | 21%
Cc1c(Br)c([N+](=O)[O-])nn1C(C)C(=O)NCc1ccco1 (stereo not given)
 : -3 | 1% | -8% | 1.6 | 9% | -10% | 0% | -4% | -3%
CC(=O)N1N=C(c2ccc(C)o2)CC1c1cccc(F)c1 (stereo not given)
 : 0 | -19% | -1% | 0.5 | -4% | 8% | 13% | 12% | 12%

Outcome played no part in choosing rows; 4.1% or so of the library scored in one or more.
